Bioassay records deposited in PubChem BioAssay by National Center for Advancing Translational Sciences (NCATS).
L3MBTL1 inh = L3MBTL1 (human) inhibition. 230,000 compounds, 0.66% hits. AlphaScreen L3MBTL1–H3K9me1 peptide binding. AID 485360. Q9Y468. Potency, µM (titrated, usually from 57.1 µM), without a hit: at the top dose activity, negative = inhibition, actives largely listed as inhibitors; also: nearly all actives have a fitted effect of over 60% in size
Target sequence (Q9Y468 whole entry, looked up): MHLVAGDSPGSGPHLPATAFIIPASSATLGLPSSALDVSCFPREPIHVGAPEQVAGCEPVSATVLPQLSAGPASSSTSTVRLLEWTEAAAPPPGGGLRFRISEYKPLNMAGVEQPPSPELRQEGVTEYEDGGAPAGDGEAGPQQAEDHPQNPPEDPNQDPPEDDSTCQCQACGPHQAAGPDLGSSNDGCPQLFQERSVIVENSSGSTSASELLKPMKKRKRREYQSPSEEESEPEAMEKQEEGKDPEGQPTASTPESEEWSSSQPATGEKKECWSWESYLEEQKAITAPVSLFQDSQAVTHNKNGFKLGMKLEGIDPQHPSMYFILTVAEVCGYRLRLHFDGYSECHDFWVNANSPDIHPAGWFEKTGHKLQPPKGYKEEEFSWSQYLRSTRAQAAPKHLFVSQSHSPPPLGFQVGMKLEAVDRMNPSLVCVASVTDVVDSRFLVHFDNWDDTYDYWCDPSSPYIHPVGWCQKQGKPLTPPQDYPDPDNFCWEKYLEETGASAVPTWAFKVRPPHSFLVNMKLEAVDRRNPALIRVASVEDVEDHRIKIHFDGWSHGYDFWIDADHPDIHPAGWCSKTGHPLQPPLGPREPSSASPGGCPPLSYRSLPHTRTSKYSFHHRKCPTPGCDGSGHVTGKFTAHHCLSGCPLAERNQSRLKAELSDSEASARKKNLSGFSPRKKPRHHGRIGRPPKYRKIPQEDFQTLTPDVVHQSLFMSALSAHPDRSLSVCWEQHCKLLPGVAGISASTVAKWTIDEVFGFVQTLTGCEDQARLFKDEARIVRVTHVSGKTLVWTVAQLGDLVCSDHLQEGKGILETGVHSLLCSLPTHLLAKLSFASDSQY
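First, the protein-peptide complex forms for 30 min at room temperature (L3MBTL1 50 nM, biotinylated H3K9me1 peptide 75 nM). Next, compounds are pin-transferred and incubated 30 min. Finally, AlphaScreen beads are added and read after 30 min.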
RECQ1 inh = inhibitors of human RECQ1 DNA helicase; RECQ1 DNA unwinding, red fluorescence kinetic read; Potency, µM (titrated, usually from 57.3 µM), for the others: at the highest dose activity, negative = inhibition, actives largely listed as inhibitors; 240,000 compounds, 0.54% hits; AID 2549;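 also: plate controls were vehicle for no effect and no enzyme for full effect; nearly all actives have a fitted effect of over 30% in size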
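50 nM RECQ1T1 preincubated 15 min with compound in Tris pH 8.0 buffer with MgCl2, DTT, Tween-20 and 2.5 ug/ml poly(dI-dC); started with 200 nM TAMRA/BHQ-2 forked duplex and 2 mM ATP. Unwinding read as fluorescence (525/598 nm), two reads 2 h apart.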
aGlu spleen mod = lysosomal alpha-glucosidase (human) modulation; human spleen homogenate, 4-MU-alpha-glucoside fluorescence; 240,000 compounds, 0.006% hits; Potency, µM (doses to about 79.9 µM), without a hit: at the top dose activity change, negative = inhibition, most hits filed as inhibitors; P10253; AID 2112;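 also: 0% = enzyme with vehicle and -100% = no enzyme basal signal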
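Human spleen homogenate (1 ug) with 4-methylumbelliferyl-alpha-D-glucopyranoside (1 mM final) in 50 mM citrate/phosphate pH 5.0, 0.01% Tween-20; 40 min at 37 C. Stopped at pH 10; 4-MU fluorescence Ex 365/Em 440 nm; AC50 by Hill fit.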
TR SRC2 fluor cs = alters Texas Red total fluorescence, flagging assay interference; TRb/SRC2 Texas Red total fluorescence interference; Potency, µM (titrated, usually from 106 µM), for inactives: at the top dose fluorescence change, negative = quenching; 280,000 compounds, 0.29% hits; AID 1479; active = well fitted curve in either direction with a large enough effect; inconclusive = small, poorly fitted or top-dose-only effect
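Flags fluorescent or light-absorbing compounds by total fluorescence, S + 2P, at 555 nm excitation and 632 nm emission. Mixture: 20 nM Texas Red SRC2 peptide, 0.6 uM human TRb LBD, 1 uM T3, 5% DMSO; compound exposure 5 h at ambient temperature.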
GAA inh = blocks human lysosomal alpha-glucosidase. P10253. purified human GAA, 4-MU-alpha-glucoside fluorescence. Potency, µM (series often up to 76.9 µM), without a hit: at the highest dose activity change, negative = inhibition, actives largely listed as inhibitors. 200,000 compounds, 0.005% hits;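 also: plate controls were uninhibited enzyme wells for no effect and no-enzyme background for full effect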
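Human alpha-glucosidase, 4 nM, pre-mixed with test compounds before 400 uM 4-methylumbelliferyl substrate; 20 min room temperature at pH 5.0. Fluorescence read after pH 10 stop; AC50 values from Hill-equation fits.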
TRb-SRC2 inh = disrupts binding of human TR beta to SRC2. P10828. TRbeta-SRC2 peptide binding, fluorescence polarization; receptor liganded with 1 µM T3. Potency, µM (titrated, usually from 106 µM), inactives show at the top dose activity change, negative = inhibition, actives largely listed as inhibitors. 280,000 compounds, 0.065% hits;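 also: plate controls were bound peptide for no effect and peptide without receptor for full effect; nearly all actives have a fitted effect of over 50% in size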
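Read-out is fluorescence polarization (555 nm excitation, 632 nm emission) of a Texas Red SRC2 coactivator peptide; loss of signal reflects blocked binding to human TRb ligand-binding domain in the presence of 1 uM T3.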
RGS12 GoLoco inh = blocks human Gai1 binding to RGS12 GoLoco peptide, red readout; Gai1:RGS12 GoLoco peptide FP, rhodamine, 10 min; Potency, µM (titrated, usually from 61.6 µM), for inactives: at the top dose activity, negative = inhibition, usual class: inhibitors; AID 880; 230,000 compounds, 0.44% hits; P63096; active = well fitted inhibition curve with a large enough effect, not every such curve was filed as active; inactive = no such curve, though single readings can be large or run the other way; also: nearly all actives have a fitted effect of over 30% in size; many of its hits are not listed in these tables
GAA glycogen = inhibitors or activators of human alpha-glucosidase glycogen cleavage; recombinant GAA, glycogen substrate, Amplex Red glucose oxidase fluorescence; Potency, µM (doses to about 76.4 µM), for the others: at the highest dose activity change, negative = inhibition, usual class: inhibitors; 300,000 compounds, 0.38% hits; P10253; AID 2100;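 also: 0% = full enzyme reaction and -100% = no-enzyme basal signal; the screen sought inhibitors and activators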
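Recombinant human alpha-glucosidase (4 nM final) hydrolysed bovine liver glycogen (30 ug) for 40 min at 37 C in pH 5.0 citrate/phosphate with 0.01% Tween-20. Released glucose detected by glucose oxidase/Amplex Red, Ex 573/Em 610 nm. Compounds up to 77 uM; AC50 from Hill fits.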
Numbers without * were called inactive; i = inactive; u = inconclusive; x = not tested or not shown; & = joins results of further samples; [ ] = dose if it differs, or a comment. Unless noted, calls follow the shape of the dose curve; as a rule, active = well fitted curve in the direction sought with a large enough effect; inconclusive = small, poorly fitted or top-dose-only effect, or another doubt; inactive = no such curve, though single readings can be large; an effect the other way counts as inactive or inconclusive. Unless noted, % is scaled to controls: 0 for no effect and ±100 for the full control effect; potency is read from the fitted curve at half-maximal effect. An excerpt (hit frequency here may not be typical).

SMILES	L3MBTL1 inh	RECQ1 inh	aGlu spleen mod	TR SRC2 fluor cs	GAA inh	TRb-SRC2 inh	RGS12 GoLoco inh	GAA glycogen
CCN1CCCc2cc(CN(CCN3CCOCC3)C(=S)Nc3ccccc3C)ccc21	x	-4%	4%	1%	-6%	-5%	-2%	u
Cc1ccc(NC(=O)C(=O)NCc2ccc(/C=C(/C#N)C(=O)NCc3cccnc3)o2)cc1	-4%	-2%	-9%	1%	8%	12%	33%[activator]	-1%
Cc1cn(CCC(=O)Nc2ccccc2N2CCOCC2)c2ccccc12	-21%	-6%	-1%	-4%	x	-9%	6%	-3%
CC(Oc1ccccc1Cl)C(=O)/C=C/N(C)C (centres undefined)	3%	0%	2%	3%	-17%	3%	6%	6%
Cc1cc(NC(=O)CC#N)n(-c2ccccc2)n1	1%[11.4 µM]	-6%	9%	-2%	6%	-4%	0%	-19%
CCCCNC(=O)c1nc2ncc(Br)cn2n1	-26%[11.4 µM]	-4%	2%	0%	-6%	-17%	6%	-8%
CCOC(=O)Cc1cnc(NC(=O)CSc2nc(C)cc(C)n2)s1	x	-11%	5%	3%	5%	12%	6%	-14%
O=C(CN1CCCc2ccccc21)N1CCc2ccccc21	-8%	-5%	-8%	-1%	x	-4%	6%	-3%
Cc1nc(CCNC(=O)CC2C(=O)NCCN2Cc2ccccc2F)sc1C (centres undefined)	-3%	-8%	-1%	-2%	x	1%	-3%	-7%
Cn1c(=O)c2c(nc(NCc3ccc4c(c3)OCO4)n2C)n(C)c1=O	x	-9%	-2%	-2%	0%	-10%	-2%	-4%
CCOC(=O)c1c(C)[nH]c(C)c1C(=O)CSc1nc2ccccc2n1CCOC	-1%	-12%	-19%	-3%	3%	4%	x	-4%
C=CCc1ccccc1OCCn1ccnc1	0%	-2%	-9%	2%	0%	1%	-2%	-1%
COC(=O)c1ccccc1NC(=O)C1CC(=O)N(c2ccccc2)C1 (centres undefined)	4%	-4%	-5%	0%	5%	-13%	6%	4%
CC(C)CCN1CCN(Cc2ccc(C#CCCO)cc2)CC1CCO (centres undefined)	-2%	i	-2%	-6%	x	-5%	-8%	9%
CC1=C(C#N)C2(O)C(=O)c3ccccc3C2(O)N1 (centres undefined)	16%	i	-3%	-2%	5%	11%	1%	5%
COC(=O)C1=NN(C(=O)c2ccccc2)C(C)(O)C1 (centres undefined)	x	-2%	-3%	-5%	0%	4%	8%	-2%
O=C(CCc1nnc(Cc2ccc(-c3ccccc3)cc2)o1)NCCc1cccnc1	1%	4%	9%	-1%	u	-2%	3%	9%
N=c1c2c(-c3ccccc3)c(-c3ccccc3)n(Cc3ccccc3)c2ncn1CCCO	-16%	8%	8%	-1%	11%	-15%	39%[activator]	-28%
CC1/C(=N/O)C(CN(C)C)C2CC1C2(C)C (centres undefined)	x	10%	-4%	-3%	-7%	-5%	0%	-4%
CC(N=Cc1nc(-c2ccccc2)oc1O)c1ccccc1 (centres undefined)	x	-17%	1%	-3%	-11%	9%	6%	6%
C=CCn1c(C2CC(=O)N(c3ccc(C)cc3)C2)nc2ccccc21 (centres undefined)	8%	-9%	1%	1%	0%	3%	14%	6%
CC(C)OC(=O)/C(=C\c1cccnc1)NC(=O)c1ccccc1	x	-8%	2%	-2%	2%	-4%	8%	-2%
O=C(NCCCN1CCCCC1)C1CCC(=O)N1CCc1ccccc1 (centres undefined)	-8%	-4%	0%	-4%	3%	-16%	3%	14%
Cc1cc(/C=C\c2ccccc2)nc2ccccc12	89%[activator]	i	0%	-1%[53 µM]	13%	-7%[53 µM]	3%	7%
COCCN(C(=O)CNC(=O)c1cccs1)C(C(=O)NC(C)(C)C)c1ccccc1 (centres undefined)	0%	-6%	4%	-1%	13%	-2%	9%	-8%
Following part
SMILES	L3MBTL1 inh	RECQ1 inh	aGlu spleen mod	TR SRC2 fluor cs	GAA inh	TRb-SRC2 inh	RGS12 GoLoco inh	GAA glycogen
COc1ccc2cc(S(=O)(=O)n3cnc(C)c3)ccc2c1	5%	i	0%	-2%	12%	-6%	18%	-9%
CN(C)c1ccc(-c2noc(C3CCN(C(=O)Nc4ccc(Cl)cc4)CC3)n2)cc1	x	0%	-7%	-1%	x	-6%	10%	1%
O=C(Nc1ccccc1)Nc1ccccn1	-18%[11.4 µM]	-12%	2%&-5%	2%&0%	-3%&2%	-10%&-3%	8%&6%	-15%&3%
O=C(CN1C(=O)/C(=C\C=C\c2ccccc2)SC1=S)Nc1ccc(F)cc1	-19%	4%	13%	0%[53 µM]	0%	-11%[53 µM]	58%[activator]	2%
Cc1ccccc1C(=O)NNC(=O)CCC(=O)Nc1cccc(Cl)c1C	13%	-3%	-8%	1%	2%	9%	5%	16%
COC(=O)c1ccc(NC(=O)CN(c2ccc(C)cc2)S(=O)(=O)c2c(C)nn(C)c2C)cc1	x	-2%	-12%	0%	u	-15%	-3%	-11%
Cc1ccc(-n2nnc3ccccc3c2=O)cc1C	x	7%	13%	-4%	-8%	-1%	4%	-1%
C=Cc1ccc(S(=O)(=O)O)cc1	x	-17%	-3%	2%	x	0%	x	x
Nc1ccc2nc3c(=O)[nH]c(=S)[nH]c3nc2c1	x	7.9µM*	-19%	u	x	-11%	14µM*	-1%
COc1cccc(NC(=O)C(OC(=O)c2ccccc2NS(=O)(=O)c2cccs2)c2ccccc2)c1 (centres undefined)	3%	-21%	-1%	3%	-2%	9%	x	-9%
CC1CN(c2ccc(NC(=S)Nc3ccc(N4CC(C)OC(C)C4)cc3)cc2)CC(C)O1 (centres undefined)	x	-7%	-7%	3%	x	8%	5%	-18%
CSc1ccc(C2C(C#N)=C(N)Oc3cc4c(cc32)OCO4)cc1 (centres undefined)	x	-3%	2%	-3%	-14%	-4%	-3%	-8%
Fc1ccc(-c2nc3c(-c4ccc(Cl)cc4)cnn3cc2CCN2CCOCC2)cc1	1%	i	-1%	-1%	-9%	1%	-3%	-1%
O=C1CCC(=O)N1CCc1c[nH]c2ccccc12	6%	4%	-15%	-1%	1%	-3%	x	-2%
CC(=O)Nc1ccc(C(=O)OCc2ccccc2Br)cc1	14%	12%	2%	-2%	-4%	-1%	7%	10%
CC(C)c1ccc(N(CC(=O)O)S(=O)(=O)c2cccnc2)cc1	x	-8%	0%	0%	2%	-6%	7%	-12%
O=C1CC(Cc2ccc(Cl)cc2)C(=O)N1c1cc(Cl)ccn1 (centres undefined)	-3%	-15%	2%	-1%	x	0%	-5%	8%
Cc1ccc2c(O)c(C)c(=O)[nH]c2n1	14%	i	2%	-7%	4%	-4%	-9%	-5%
Cc1ccc(S(=O)(=O)N2CCCOC2CNC(=O)C(=O)NCCc2c[nH]c3ccccc23)cc1 (centres undefined)	-4%	-30%	-8%	1%	-1%	-2%	-7%	-4%
CC(C)c1ccc(/C=C/C(=O)NCCCc2ccccc2)cc1	17%	-3%	0%	-18%	-8%	7%	-10%	4%
O=C(/C=C/c1ccc(Cl)cc1Cl)c1nc2ccccc2[nH]1	1%	i	-1%	-1%	4%	-1%	11%	5%
CC(NC(=O)C(NC(=O)C1CCCN1C(=O)OC(C)(C)C)C(C)C)C(N)=O (centres undefined)	-20%	i	-8%	-1%	6%	-9%	-3%	-5%
COC(=O)[C@@]1(Cc2ccc(OC)cc2)[C@H]2c3cc(C(=O)N4CCCC4)n(Cc4nc5ccccc5[nH]4)c3C[C@H]2CN1C(=O)c1ccccc1	x	-5%	2%	-2%	x	5%	11%	x
COc1ccc(O[C@H]2C=C[C@@H](c3ccccc3)O[C@H]2COC(=O)CC/C(C)=N\O[C@@H](C)CN2CCCc3nc(C)c(C)cc32)cc1	x	i[11.5 µM]	-1%[17.4 µM]	1%[11.2 µM]	x	1%[11.2 µM]	x	x
COC(=O)c1sccc1NC(=O)c1cc(OC)c(OC)c(OC)c1	1%	i	-4%	-4%	-15%	8%	-1%	-1%

An excerpt of these results, comma-delimited:
compound,L3MBTL1 inh,RECQ1 inh,aGlu spleen mod,TR SRC2 fluor cs,GAA inh,TRb-SRC2 inh,RGS12 GoLoco inh,GAA glycogen
Cc1ccc(S(=O)(=O)N2CCCOC2CNC(=O)C(=O)NCCc2c[nH]c3ccccc23)cc1 (centres undefined),-4%,-30%,-8%,1%,-1%,-2%,-7%,-4%
CC(C)c1ccc(/C=C/C(=O)NCCCc2ccccc2)cc1,17%,-3%,0%,-18%,-8%,7%,-10%,4%

Additional records follow:
SMILES	L3MBTL1 inh	RECQ1 inh	aGlu spleen mod	TR SRC2 fluor cs	GAA inh	TRb-SRC2 inh	RGS12 GoLoco inh	GAA glycogen
COc1ccc(C(=O)C[n+]2cn(C(F)F)c3ccccc32)c(F)c1	x	-9%	-7%	0%	0%	3%	-10%	7%
CC(=O)c1ccc(N2CCC(c3cc(-c4ccc(Cl)cc4)n[nH]3)CC2)c([N+](=O)[O-])c1	-21%	-10%	-2%	-2%	-9%	7%	5%	u
COc1cccc(C(=O)Nc2sc3c(c2C#N)CCN(C(C)=O)C3)c1	x	8%	-4%	1%	-4%	-2%	60%[activator]	1%
N/C(=N\OC(=O)c1cc(Cl)ccc1Cl)c1ccccn1	53%[activator]	-14%	-4%	-3%	1%	-1%	-4%	6%
CC/C(O)=C1\C(=O)CCCC1=NCc1nc2ccccc2[nH]1	x	4%	2%	-2%	1%	5%	5%	9%
CC(C)(C)OC(=O)N1CCN(c2ccc([N+](=O)[O-])cc2)CC1	-3%	7%	-11%	-2%	5%	-3%	8%	-9%
O=C(O)CSc1nnnn1-c1ccccc1	x	1%	-16%	-2%	1%	-8%	12%	-5%
O=C(Oc1ccc(Br)cc1C(=S)N1CCCCC1)c1cc([N+](=O)[O-])cc([N+](=O)[O-])c1	x	-10%	-5%	-3%	2%	-13%	1%	0%
CCNC(=S)N1CCC(NC(=O)C2CCCCC2)CC1	2%	-7%	-6%	3%	3%	2%	3%	0%
N#Cc1cccc(-c2ccc3ncnc(NCc4cccnc4)c3c2)c1	x	6%	-7%	-1%	x	3%	1%	x
